Source: PubChem (several laboratories)
Shn3 3UTR inh = inhibitors of Schnurri-3 3'UTR reporter in osteoblasts. 360,000 compounds, 0.52% hits. AID 588674. Clone20 osteoblast Shn3 3'UTR firefly luciferase, 24 h. inhibition, % at 12.5 µM;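 active means mean inhibition of at least 75% with every replicate also reaching 75%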;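 further: 0% = median of neutral control wells and 100% = pilot-screen positive control compound; some compounds past the cut are filed as inactive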
HIF-2a block = HIF-2a inhibition; inhibition, % at 18.8 µM; 360,000 compounds, 0.72% hits; 786-0 RCC cells HIF-2a reporter, luciferase luminescence, overnight; AID 624352;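 active means inhibition of the luminescence signal of 40% or more relative to plate controls, in a single-dose primary screen at 18.75 µM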
NR2E3 ag-1 = agonists of human NR2E3 nuclear receptor; CHO-S Gal4-NCOR/VP16-NR2E3 two-hybrid, luciferase; AID 602229; Q9Y5X4; inhibition of corepressor binding, % at 3.98 µM; 360,000 compounds, 0.35% hits;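 active means inhibition above the mean of all tested compounds plus 3 SD, cut at about 70% in these data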;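 further: 0% = DMSO with NR2E3 transfected cells and 100% = cells lacking NR2E3 construct; higher means lower luciferase signal from less NR2E3 corepressor binding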
Target sequence (Q9Y5X4 whole entry, looked up, the tested form may be a part): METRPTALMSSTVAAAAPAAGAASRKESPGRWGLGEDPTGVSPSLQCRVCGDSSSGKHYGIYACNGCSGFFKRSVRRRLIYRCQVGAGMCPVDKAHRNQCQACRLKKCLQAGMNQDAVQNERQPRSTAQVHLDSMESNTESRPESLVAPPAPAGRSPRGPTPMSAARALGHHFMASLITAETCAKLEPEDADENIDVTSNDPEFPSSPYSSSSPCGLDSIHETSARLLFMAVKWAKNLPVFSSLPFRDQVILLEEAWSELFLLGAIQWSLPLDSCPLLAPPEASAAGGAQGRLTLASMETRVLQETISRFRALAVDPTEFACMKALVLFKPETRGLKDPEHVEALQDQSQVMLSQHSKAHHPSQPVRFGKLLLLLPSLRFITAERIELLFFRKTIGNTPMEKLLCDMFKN
m5-HT2A agonist = agonists of mouse serotonin 5-HT2A receptor (HTR2A); P35363; CHO-K1 mHTR2A beta-arrestin complementation, luminescence; percent of 30 µM serotonin response; activation, % at 7.6 µM; 360,000 compounds, 0.66% hits; AID 624169;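 active means activation above a run cutoff, the mean activation of all tested compounds plus 3 SD, cut at about 14% in these data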;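 further: 0% = plate median of compound wells and 100% = 30 µM serotonin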
hiPSC survival = increases survival of single human iPS cells; hiPSC single-cell survival, ATPlite luminescence; 100% = ROCK inhibitor wells, 0% = DMSO; survival enhancement, % at 20 µM; 360,000 compounds, 0.044% hits; in the data active means survival enhancement above about 18%;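 further: cells exposed to compounds for 16 hours before the ATP read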
NR2E3 ag-2 = activates human photoreceptor nuclear receptor NR2E3; AID 2300; GST-NR2E3/biotin-RetCOR TR-FRET, 1536-well; 320,000 compounds, 0.12% hits; inhibition of corepressor binding, % at 4.78 µM;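 active means percent inhibition above the cutoff of mean plus 3 SD of all tested compounds, set per screening campaign, cut at about 20% in these data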;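 further: 0% = DMSO wells and 100% = biotin wells as full block of FRET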
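Material: NR2E3–RetCOR corepressor complex / Amount: 1.35 nM GST-NR2E3 / Medium: Tris pH 7.5 / Compound: single nominal compound dose of 4.8 µM / Incubation: 5 h at 4 °C / Technique: TR-FRET, Eu(K)-anti-GST donor, streptavidin-D2 acceptor, ex 340, em 617/671 nm / Read-out basis: percent loss of FRET ratio relative to control wells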
MITF TRPM1 inh = MITF TRPM1 promoter inhibition in SK-MEL-5 cells | SK-MEL-5 TRPM1 promoter luciferase, 24 h | inhibition, % at 12.5 µM | 330,000 compounds, 0.83% hits;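 active means mean inhibition across replicates of 60% or more, whatever share of single replicates reaches that level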; further: values of inactives mirror those of a sister screen read the other way
CaV13 FRET inh = Disruptors of the CACNA1D IQ motif to Ca2+-dependent inactivation inhibitor domain association, primary screening, Förster resonance energy transfer in intact living …. 340,000 compounds, 0.098% hits. inhibition, % at 12.3 µM. HEK cells, CFP/YFP FRET ICDI-IQ, plate reader, 10 min; percent FRET-ratio fall versus neutral wells;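 active means mean replicate inhibition of at least 30% and at least 1% of replicates passing that level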;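 further: 0% = median of the neutral control wells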
PDI turbidity = blocks human protein disulfide isomerase activity | PDI insulin aggregation turbidity, A650, 90 min | inhibition, % at 10 µM | 350,000 compounds, 0.052% hits | AID 588391;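 active means mean inhibition across replicates of 30% or more, whatever share of single replicates reach that level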;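 further: absorbance from insulin aggregation driven by PDI reduction with DTT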
Target sequence (P07237 whole entry, looked up): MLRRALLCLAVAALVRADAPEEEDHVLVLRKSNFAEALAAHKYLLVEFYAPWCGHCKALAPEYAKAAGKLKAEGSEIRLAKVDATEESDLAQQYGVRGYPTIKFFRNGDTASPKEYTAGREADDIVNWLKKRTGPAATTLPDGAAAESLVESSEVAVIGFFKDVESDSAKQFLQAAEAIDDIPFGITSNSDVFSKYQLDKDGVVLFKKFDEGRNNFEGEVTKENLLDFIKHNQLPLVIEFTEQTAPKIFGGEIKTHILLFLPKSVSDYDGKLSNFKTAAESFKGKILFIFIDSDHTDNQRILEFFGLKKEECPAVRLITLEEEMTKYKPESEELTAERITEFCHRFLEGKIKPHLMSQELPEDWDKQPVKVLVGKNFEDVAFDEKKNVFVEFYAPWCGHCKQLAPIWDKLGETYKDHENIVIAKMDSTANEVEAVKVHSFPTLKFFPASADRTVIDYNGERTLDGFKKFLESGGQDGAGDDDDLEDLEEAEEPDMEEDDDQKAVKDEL
Peg3 prom inh = Peg3 promoter activity inhibition; HeLa PEG-Prom luciferase reporter, luminescence, overnight; inhibition, % at 20 µM; 360,000 compounds, 1.7% hits;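 active means inhibition of at least 50% at 20 µM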
H9c2 protect = modulators protecting cardiomyocytes from myocardial damage; H9c2 cardiomyocytes, H2O2 injury protection, ATPLite, 2 h; protection from H2O2 cell death, % at 20 µM; 360,000 compounds, 0.63% hits;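 active means compounds giving at least 50% protection of heart cells from peroxide-induced death in the single-dose screen, raw or plate-pattern-corrected value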;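 further: 0% = DMSO wells with peroxide and 100% = DMSO wells without peroxide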
* = called active by the depositor; . = no result given.

SMILES	Shn3 3UTR inh	HIF-2a block	NR2E3 ag-1	m5-HT2A agonist	hiPSC survival	NR2E3 ag-2	MITF TRPM1 inh	CaV13 FRET inh	PDI turbidity	Peg3 prom inh	H9c2 protect
CC(C(=O)NC1=NCCS1)N1C(=O)C2CC=CCC2C1=O (stereo not drawn)	-2	16	-13	5	6.0	5	7	-1	5	11	0
Cc1cc(-c2n[nH]c(=S)n2/N=C/c2cccs2)n[nH]1	4	16	-5	0	-0.7	0	-1	-3	0	9	-4
Cc1nccn1CC(O)COc1ccccc1 (stereo not drawn)	-20	1	1	6	1.5	5	0	.	-6	19	-7
CCOP(=O)(c1ccc(N(C)C)cc1)C(O)c1cc(OC)c(OC)c(OC)c1 (stereo not drawn)	-13	12	-2	-1	-2.7	2	-2	-5	12	12	-4
O=C(CSc1n[nH]c(=O)n1-c1ccccc1)N1CCOCC1	-2	9	-7	7	0.9	2	10	-4	-1	2	1
CCOc1cccc(C(=O)Nc2cccc(-c3nc4ncccc4o3)c2C)c1	-3	-25	-8	-5	-0.2	-1	-10	-5	-19	12	11
Cc1cccc(C(=O)Nc2sc3c(c2C(=O)O)CCC3)c1	-11	-154	-62	2	-0.4	0	-15	-2	-1	-139	-2
CCN1/C(=C2/SC(=S)NC2=O)Sc2ccccc21	8	-7	-8	2	-2.1	3	-2	-3	-6	-10	-15
Cn1c(/C=N/Nc2nc3ccccc3[nH]2)nc2ccccc21	-90	-228	-123	-5	-4.7	-5	-26	-52	7	-202	-7
CCOc1ccc(N=C2C(=O)Nc3ccc(C)c(Br)c32)cc1	-24	3	-16	-2	-0.4	-1	11	-4	-5	-8	-2
Cc1cc2c3c(c1)C(C)CC(C)(C)N3C(=O)C2=C(C#N)C#N (stereo not drawn)	15	28	-3	2	1.3	3	-4	1	-1	23	-14
O=c1ccc(-c2ccc([N+](=O)[O-])cc2)nn1-c1ccccc1	-8	14	-17	0	4.7	-2	-37	-8	9	3	-1
CC1CC(=O)Nc2ccccc2N1C(=O)CSc1nnnn1C (stereo not drawn)	10	12	32	7	2.2	.	3	-5	1	6	17
CCC(CN(C)C)Oc1cc(NCc2ccccc2)c2ncn(C(C)C)c2c1 (stereo not drawn)	9	-4	-12	0	-3.3	.	54	.	-5	-13	-16
c1ccc(C2C/C(=N\N3CCOCC3)c3ccccc3O2)cc1 (stereo not drawn)	-18	3	-10	0	-0.9	-1	-12	-14	-1	-24	0

Whole records, looked up by structure. Order of values: Shn3 3UTR inh | HIF-2a block | NR2E3 ag-1 | m5-HT2A agonist | hiPSC survival | NR2E3 ag-2 | MITF TRPM1 inh | CaV13 FRET inh | PDI turbidity | Peg3 prom inh | H9c2 protect
CCOc1cccc(C(=O)Nc2cccc(-c3nc4ncccc4o3)c2C)c1 is listed as -3 | -25 | -8 | -5 | -0.2 | -1 | -10 | -5 | -19 | 12 | 11
Cc1cc(-c2n[nH]c(=S)n2/N=C/c2cccs2)n[nH]1 is listed as 4 | 16 | -5 | 0 | -0.7 | 0 | -1 | -3 | 0 | 9 | -4

Nine structures out of the list, sorted by SMILES length, largest number first:
SMILES	Shn3 3UTR inh	HIF-2a block	NR2E3 ag-1	m5-HT2A agonist	hiPSC survival	NR2E3 ag-2	MITF TRPM1 inh	CaV13 FRET inh	PDI turbidity	Peg3 prom inh	H9c2 protect
CCOP(=O)(c1ccc(N(C)C)cc1)C(O)c1cc(OC)c(OC)c(OC)c1 (stereo not drawn)	-13	12	-2	-1	-2.7	2	-2	-5	12	12	-4
CCOc1cccc(C(=O)Nc2cccc(-c3nc4ncccc4o3)c2C)c1	-3	-25	-8	-5	-0.2	-1	-10	-5	-19	12	11
Cc1cc(-c2n[nH]c(=S)n2/N=C/c2cccs2)n[nH]1	4	16	-5	0	-0.7	0	-1	-3	0	9	-4
CCOc1ccc(N=C2C(=O)Nc3ccc(C)c(Br)c32)cc1	-24	3	-16	-2	-0.4	-1	11	-4	-5	-8	-2
c1ccc(C2C/C(=N\N3CCOCC3)c3ccccc3O2)cc1 (stereo not drawn)	-18	3	-10	0	-0.9	-1	-12	-14	-1	-24	0
Cc1cccc(C(=O)Nc2sc3c(c2C(=O)O)CCC3)c1	-11	-154	-62	2	-0.4	0	-15	-2	-1	-139	-2
CC1CC(=O)Nc2ccccc2N1C(=O)CSc1nnnn1C (stereo not drawn)	10	12	32	7	2.2	.	3	-5	1	6	17
CCN1/C(=C2/SC(=S)NC2=O)Sc2ccccc21	8	-7	-8	2	-2.1	3	-2	-3	-6	-10	-15
Cc1nccn1CC(O)COc1ccccc1 (stereo not drawn)	-20	1	1	6	1.5	5	0	.	-6	19	-7

Continued:
SMILES	Shn3 3UTR inh	HIF-2a block	NR2E3 ag-1	m5-HT2A agonist	hiPSC survival	NR2E3 ag-2	MITF TRPM1 inh	CaV13 FRET inh	PDI turbidity	Peg3 prom inh	H9c2 protect
CCn1c(SCC(=O)Nc2cc(C)on2)nnc1-c1ccc(S(=O)(=O)N2CCN(C)CC2)cc1	-4	12	-2	2	-0.8	-1	3	-5	-1	3	-4
Cc1cc(NN)nc(Cc2ccccc2)n1	10	-37	-13	-3	-0.5	-5	-7	-3	7	-1	-1
Cc1ccc(Oc2ccc(OCC(=O)NC(C)C(=O)O)cc2)cc1 (stereo not drawn)	8	7	-3	1	2.7	1	8	.	-3	1	8
CCOc1ccc(NC(=O)C2CCCN(C(=O)Nc3ccccc3)C2)cc1 (stereo not drawn)	47	-3	-6	4	0.2	-1	9	-8	-1	11	-2
CC(C)n1c(Oc2ccc(F)cc2)nc2c1c(=O)n(C)c(=O)n2C	10	17	-2	1	0.8	1	-13	0	12	5	-2
Cc1cc(C(F)(F)F)n2ncc(C(=O)O)c2n1	0	16	-1	-3	0.6	4	2	-6	8	1	3
COC(=O)c1sccc1NC(=O)CC1C(=O)NCCN1C(=O)c1ccc(N(C)C)cc1 (stereo not drawn)	5	4	-12	-1	1.8	-3	12	-4	7	18	-2
Cc1ccc(C(=O)NNC(=O)c2ccoc2C)s1	-16	-35	-16	4	-0.5	.	-28	-6	-6	-37	2
CCOC(=O)c1c(NC(=O)CSc2nc3ccccc3s2)sc(C(C)=O)c1C	47	-23	19	4	-0.5	4	3	-9	-6	-6	-15
COc1cc(OC)cc(C(=O)Nc2cccc3nc(C)ccc23)c1	8	10	-5	-3	0.3	.	13	9	-2	6	-3
CCNC(=O)CON=C1c2ccccc2-c2ccccc21	-21	-16	10	-1	-0.8	0	-12	-3	3	-17	2
CNC(=O)C(=O)NCCC1CCCCN1S(=O)(=O)c1cccs1 (stereo not drawn)	4	2	21	-2	-0.4	3	4	.	-6	-2	10
Cc1ccc(-c2cn3cc(C)ccc3n2)cc1	89*	71*	17	-3	-1.2	5	93*	-2	-3	89*	-18
COc1ccc(OC)c(CN(CCN2CCOCC2)C(=O)Nc2ccccc2)c1	-30	-55	1	2	6.4	-1	-7	-4	-3	-52	-2
CC(C)(c1cc(Cl)c(O)c(CN2CCOCC2)c1)c1cc(Cl)c(O)c(CN2CCOCC2)c1	9	-24	22	-5	-0.5	.	10	-6	-9	25	-10
COc1ccc(C(C)(C)C)cc1NC(=O)CN1C(=O)C(=O)N(Cc2ccco2)C1=O	-7	11	19	-6	0.7	0	-5	-6	-6	-3	5
CCn1cc(S(=O)(=O)Nc2cc(C(=O)OC)ccc2C)cn1	12	4	-18	-2	-0.3	-1	-33	-6	9	18	3
COC(=O)c1scc(C)c1NC(=O)CC1NCCNC1=O (stereo not drawn)	4	17	-32	3	1.1	-2	.	-8	-2	19	8
Cc1ccc(CN(CC(=O)NCC2CCCO2)S(=O)(=O)c2ccc(C)cc2)cc1 (stereo not drawn)	3	13	-2	5	-0.1	4	-2	-3	4	15	0
COc1ccc(S(=O)(=O)NCc2cccnc2)cc1C(=O)N1CCCCC1	-7	11	0	2	0.0	2	.	-3	-8	-2	-1
Cc1cnc(NC(=O)c2cccc(S(=O)(=O)N3CC(C)OC(C)C3)c2)s1 (stereo not drawn)	.	10	22	5	1.8	1	7	-7	0	-2	-8
COC(=O)C1=C(C)NC(=O)/C1=C\N(C)C	-9	18	-11	3	1.7	2	5	-5	-2	5	5
CC(=O)/C(=N\Nc1ccc(C)cc1)Sc1nncn1C	24	9	-5	2	-0.3	3	18	-7	0	6	2
Fc1ccc(Nc2nc(N3CCOCC3)nc(N3CCOCC3)n2)cc1	5	2	10	0	-0.4	0	-12	-3	6	6	2
COc1ccc(C(=O)NC(=S)Nc2cc(C)ccn2)cc1[N+](=O)[O-]	-86	-107	-19	5	-1.8	0	-37	-1	10	-131	-4
Cc1ccc2c(c1)cc(CN(C(=O)N1CCOCC1)C1CCCC1)c1nnnn12	-17	0	3	7	-2.6	-2	0	-5	9	4	5
CN(CC(=O)Nc1ccccc1Cl)C(=O)COC(=O)c1cc(S(=O)(=O)N(C)C)ccc1N1CCCC1	-2	-7	14	-2	0.0	2	3	-16	-2	-7	-2
Cc1cccc(NC(=O)c2ccc(COc3ccc4ccccc4c3)o2)n1	-24	-115	-127	0	-0.8	-1	-5	-11	4	-32	1
CC(=O)N1c2ccccc2C(C)CC12CCCCC2 (stereo not drawn)	15	9	-12	4	-0.5	-1	9	.	-1	6	-6
Cc1ccc(C)c(OCC(=O)Nc2ccc(N3CCOCC3)cc2N2CCOCC2)c1	5	9	2	-1	-0.6	3	-5	-2	2	16	-1
O=[N+]([O-])c1cc(N=Nc2ccc3ccccc3c2)ccc1O	-73	-251	-2	2	0.1	-1	-58	-8	-15	-172	-20
Cc1cc(=O)c2n(Cc3ccccc3Cl)nc[n+]2[nH]1	0	20	-11	-1	0.6	-1	2	-5	-2	-2	-3
CC12CCC(=O)N1C(C(=O)OCC(=O)Nc1cccc(Br)c1)CS2 (stereo not drawn)	0	11	0	-5	-0.4	-5	10	-6	6	5	1
COCCN(C(=O)c1cc(Cl)ccn1)c1c(N)n(Cc2ccccc2)c(=O)[nH]c1=O	11	1	11	1	-2.3	6	-3	-3	2	9	0
CC1CCCCN1C(=O)COc1ccc(NC(=O)c2ccco2)cc1 (stereo not drawn)	-13	-60	-15	-1	-0.2	2	-20	-5	-5	-15	2
CCCCOc1ccc(-c2nc(=S)[nH][nH]2)cc1	19	-137	-93	3	2.2	-2	-34	-10	2	-89	2
